# Jurkat tox 60K = reduces viability or proliferation of Jurkat cells; Jurkat E6.1 viability, ATP luminescence, 48 h; inhibition, % at 4 µM; 56,000 tested, 1.2% active;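 active means inhibition above the mean inhibition of all tested compounds plus 3 SD, cut at about 28% in these data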
# S1P3 ag = S1P3 (human) receptor agonism. S1P3 NFAT-BLA reporter cells, FRET ratio; relative to 1 µM S1P, basal subtracted. activation, % at 4.5 µM. 60,000 tested, 0.1% active. AID 373;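 active means activation above the screen-wide mean plus 3 SD, cut at about 4.5% in these data, passing the limit was not always enough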; further: some compounds called inactive have numbers as strong as hits
# Target sequence (Q99500 whole entry, looked up): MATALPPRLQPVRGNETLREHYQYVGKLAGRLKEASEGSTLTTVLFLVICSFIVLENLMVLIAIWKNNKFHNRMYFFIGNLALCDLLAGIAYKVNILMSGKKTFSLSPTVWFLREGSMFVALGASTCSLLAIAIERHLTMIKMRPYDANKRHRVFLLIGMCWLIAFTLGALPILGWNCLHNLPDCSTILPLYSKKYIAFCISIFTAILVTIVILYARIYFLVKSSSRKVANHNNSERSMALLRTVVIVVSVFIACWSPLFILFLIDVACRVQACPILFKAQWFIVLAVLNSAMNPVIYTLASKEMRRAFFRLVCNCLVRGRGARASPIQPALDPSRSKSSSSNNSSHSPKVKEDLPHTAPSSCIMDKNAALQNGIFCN
#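 material = human S1P3 NFAT-BLA reporter CHO cells | schedule = 4 h compound at 37 °C, 2 h substrate at RT | measured by = fluorescent BLA substrate, ex 405 nm, em 460/535 nm ratio | controls = 1 µM S1P reference | replication = primary once, confirmation triplicate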
# 5HT1E ag = 5-HT1E (human) receptor agonism. P28566. CHO 5-HT1E Ga15 NFAT-bla reporter, FRET; 0% DMSO wells, 100% control agonist wells. activation, % at 6 µM. 65,000 tested, 0.69% active;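 active means activation above a set limit, the screen-wide mean activation plus 3 SD, cut at about 8.5% in these data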;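 further: 100% = positive control agonist at 1 µM giving full maximal response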
# M1 ag = agonists of M1 muscarinic receptor; CHO-M1 cells, Fluo-4 calcium fluorescence, agonist mode; active compounds read high; B-score at 10 µM; 64,000 tested, 3% active; AID 626;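 active means fluorescence rise, raw or as B-score row- and column-corrected plate score, outside the 99.7% band of its plate's samples, either direction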
# M1 antag = M1 muscarinic receptor (rat) antagonism. CHO-M1 cells, Fluo-4 calcium, ACh EC80 antagonist mode; active compounds read low. B-score at 10 µM. 64,000 tested, 3.4% active;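 active means calcium fluorescence response, raw or row-and-column corrected B-score, differing from the plate sample mean either way at a set confidence level, mostly lower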
# 5HT1a ag = agonists of human 5-HT1a serotonin receptor; P08908; CHO 5-HT1a Ga15 NFAT-bla reporter, FRET ratio; 0% basal, 100% maximal reference agonist; activation, % at 10 µM; 65,000 tested, 0.56% active; AID 567;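 active means activation above the screen-wide mean activation plus 3 SD, cut at about 19% in these data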;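 further: 0% = DMSO wells and 100% = 5-CT at EC100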
# Target sequence (P08908 whole entry, looked up): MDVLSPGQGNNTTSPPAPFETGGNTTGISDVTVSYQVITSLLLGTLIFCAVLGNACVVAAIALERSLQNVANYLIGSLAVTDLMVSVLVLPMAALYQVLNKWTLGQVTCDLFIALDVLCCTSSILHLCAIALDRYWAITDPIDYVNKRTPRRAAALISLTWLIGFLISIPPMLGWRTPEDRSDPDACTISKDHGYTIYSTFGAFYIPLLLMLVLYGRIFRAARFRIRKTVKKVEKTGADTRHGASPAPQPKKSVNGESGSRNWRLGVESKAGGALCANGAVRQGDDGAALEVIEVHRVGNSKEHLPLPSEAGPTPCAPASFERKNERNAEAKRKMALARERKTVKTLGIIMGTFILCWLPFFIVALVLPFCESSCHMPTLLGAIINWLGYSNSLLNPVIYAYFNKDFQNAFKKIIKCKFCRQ
# 5-HT1A blocker = blocks the human serotonin 5-HT1a receptor; AID 612; P08908; inhibition, % at 10 µM; CHO 5-HT1a Ga15 NFAT-bla reporter, antagonist mode; 62,000 tested, 0.68% active;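 active means inhibition above the mean of all tested compounds plus 3 SD, cut at about 43% in these data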;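 further: receptor stimulated by 5-CT agonist at 100 nM near EC80; beta-lactamase reporter measured by ratiometric fluorescence of a cleavable substrate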
# S1P1 ag pot = S1P1 (human) agonism or agonism potentiation; P21453; S1P1 CRE-bla cells, forskolin, beta-lactamase FRET, potentiator mode; S1P1 agonist co-added at EC20, 2 nM; 100% = saturating reference agonist, 0% = basal; AID 449; 56,000 tested, 0.57% active; activation, % at 9.5 µM;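 active means activation above a cutoff set at the mean activation of all tested compounds plus 3 SD, cut at about 54% in these data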;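 further: forskolin at 4 µM as EC80 and the EC20 agonist is SEW2871; 100% = SEW2871 at its EC100 plus forskolin at EC80; some compounds past the cut are filed as inactive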
# HTR1E antagonist = blocks the human 5-HT1E serotonin receptor | P28566 | CHO 5-HT1E Ga15 NFAT-bla reporter, FRET, antagonist | inhibition, % at 6 µM | 65,000 tested, 0.99% active;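 active means inhibition above a set limit, the mean inhibition across every tested compound plus 3 SD, cut at about 29% in these data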;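 further: signal is the 460 over 535 nm emission ratio of beta-lactamase substrate; 0% = agonist plus DMSO wells and 100% = wells without agonist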
# Numbers without * were called inactive; x = no result given.
SMILES,Jurkat tox 60K,S1P3 ag,5HT1E ag,M1 ag,M1 antag,5HT1a ag,5-HT1A blocker,S1P1 ag pot,HTR1E antagonist
CCCc1n[nH]c2c1/C(=N/O)CC(c1ccccc1)C2 (configuration not stated),24,-0.7,-0.3,0.0042,-0.69,-2.6,8,13,26
O=C(CCNC(=O)c1ccc(Br)o1)NCc1ccccn1,-7,0.5,-0.4,0.074,-7.7*,-1.2,-13,-19,-17
c1cnc2c(OCc3nc4ccccc4[nH]3)cccc2c1,2,-0.2,-0.4,0.19,0.8,-1.9,19,-9,-1
CCCCCSc1nc(C)c(CC(=O)O)c(=O)[nH]1,x,-3.7,-0.9,-0.52,-0.7,1.1,x,11,10
Cc1csc(N2CCc3ccccc32)n1,3,-0.3,0.9,0.25,-0.42,-1.7,-9,-8,-11
CC(C)Nc1ncnc2c1cnn2-c1ccc(Cl)cc1,2,-0.7,-1.3,0.8,-2.8,2.5,-5,14,24
Cn1c(SCC(=O)N2CCN(c3ccccc3)CC2)nnc1-c1c[nH]c2ccccc12,21,-0.8,0.3,0.93,-0.13,-3.0,-16,8,-5
O=C(CSc1ccc2nnc(-c3ccccn3)n2n1)NCc1ccc2c(c1)OCO2,0,1.4,0.1,-0.47,-0.75,5.9,-5,-12,7
CC1Cc2ccccc2N1C(=O)Cc1cccs1 (configuration not stated),2,-1.5,-0.9,-0.00069,0.15,-1.1,5,2,-1
CCOC(=O)c1ccc(N2C(=O)c3n[nH]c(C)c3C2c2ccc(O)cc2)cc1 (configuration not stated),8,-0.9,1.1,0.98,0.69,0.6,-13,5,0
COc1ccc(C2c3sc(=O)[nH]c3SC3C(=O)N(c4ccccc4)C(=O)C32)cc1 (configuration not stated),5,0.0,0.9,1,0.42,-0.1,-12,-13,1
O=C(COC(=O)Cn1cnc2ccccc21)NCCC1=CCCCC1,4,-1.1,-1.1,0.32,-0.13,-2.9,-6,-12,-6
CC(C)C(OC(=O)c1ccco1)C(=O)NCc1ccco1 (configuration not stated),-5,-0.6,0.2,-0.29,0.14,-0.1,-1,3,-3
COc1ccccc1N=C1SC(C)CN1C(=O)C1CCC1 (configuration not stated),-2,0.5,0.2,0.19,0.0033,-3.1,-4,-5,-3
CCCNC(=O)NC(=O)COC(=O)c1ccc(OC)c(S(=O)(=O)N2CCCc3ccccc32)c1,0,0.6,-0.2,0.0046,-0.0045,-1.2,-9,2,-10
Cc1cc2ccccc2c(=O)n1CC(=O)N1CCN(c2cccc(Cl)c2)CC1,1,-1.1,-0.4,-0.11,0.066,-0.4,16,11,1
O=C(NCc1ccco1)c1ccccc1NC(=O)C1CC(=O)N(c2ccc(Cl)cc2)C1 (configuration not stated),-3,-0.7,0.0,1,0.29,2.3,0,-4,1
Cc1noc(C)c1CSc1nnc(-c2ccccc2)n1Cc1ccco1,8,-0.2,-0.8,-0.56,-0.45,-1.8,8,2,-2
O=C1c2ccccc2C(O)(Cc2ccccc2)N1c1ccc2c(c1)OCO2 (configuration not stated),-7,-0.6,-1.2,-0.11,-0.15,-0.5,15,-7,5
COc1ccc(C2CC(=O)C3=C(C2)Nc2ncnn2C3c2ccccc2C)c(OC)c1 (configuration not stated),-7,-0.8,0.1,-0.71,-0.18,2.4,-5,-8,-13
CSc1nsc(SCc2cnc(C)nc2N)n1,-4,-2.1,-0.1,-1.2,0.62,1.2,-4,-6,-5
Cc1nn(Cc2ccc(F)cc2)c(C)c1NC(=O)c1cnn2cccnc12,-13,-0.7,-0.4,-0.35,-0.036,-0.1,7,-1,-4
CCc1c(C)c2cc(Cl)c(O)c(CN(C)C)c2oc1=O,3,0.4,2.9,1,-0.038,10,-34,-25,-4
COc1ccc(OC)c2sc(NC(=O)C3=COCCO3)nc12,0,-0.3,2.0,-0.15,-0.039,1.0,2,-28,-4
CN1CCN(c2ncnc3c2sc2nc(N4CCCC4)c4c(c23)CC(C)(C)OC4)CC1,x,x,0.6,-0.27,0.52,1.2,2,x,6
COC(=O)C1CCN(C(=O)c2ccccc2NC(C)=O)CC1,3,0.1,-0.1,-1,-0.056,-0.3,0,x,1
COc1ccc2c(c1)C(C)=CC(C)(C)N2C(=O)CSc1nnc(-c2ccc(C)cc2)o1,-2,-1.0,8.0,0.41,-0.094,-1.0,36,5,8
O=C(CSc1ncn(-c2ccccc2)n1)N1CCc2ccccc21,-2,-0.4,-0.5,0,0.85,-1.2,10,x,9
COc1cc(C2c3c(oc4ccccc4c3=O)C(=O)N2CCN2CCOCC2)cc(OC)c1OC (configuration not stated),0,-0.5,0.1,0.039,0.83,-1.6,-2,-8,-5
Cc1nonc1OCCNC(=O)C12CC3CC(CC(C3)C1)C2,0,-1.1,-0.2,-0.51,-1.1,-1.8,-2,x,10
CCN(CC)c1nc(C)c2c(c1C#N)CC(C)(C)OC2,x,-2.7,-0.3,-0.1,-1.9,0.9,x,2,9
CCCOC(=O)CSc1nnc(-c2ccccc2Cl)o1,-5,-0.3,1.0,0.03,-0.74,-1.4,-12,-18,-3
Cn1c(=O)n(C)c2cc(C(=O)Nc3ccc4c(c3)OCO4)ccc21,3,-0.3,0.8,0.96,0.14,-2.1,-6,-25,-18
COc1ccc(OC)c(NC(=O)c2nnn(Cc3ccccc3C)c2N)c1,x,x,1.7,-0.43,0.047,0.3,17,x,23
O=C(CSc1nnc(Cc2cc(=O)[nH]c(=O)[nH]2)n1-c1ccccc1)N1CCCCC1,-7,0.1,0.3,1.5,0.12,0.4,4,-13,-2
CCc1noc(C)c1C(=O)Nc1ncc(C)s1,-3,-0.3,0.0,-0.15,-0.39,-1.7,-6,-19,-9
CCOc1ccc(C(=O)Nc2c3c(nn2-c2ccc(C)cc2)CS(=O)C3)cc1OCC (configuration not stated),7,-1.7,0.1,0.012,-1,-0.7,4,5,19
O=C(Cc1ccccc1)Nc1cccc(N2CCCC2)c1,0,-1.2,-1.3,0.16,-0.54,-0.3,17,2,0
Cc1cc(C)cc(C(=O)/C=C2\NC(=O)CS2)c1,-4,0.9,0.4,1.1,-0.2,-2.5,-4,3,-7
Cc1nc(N2CCCCC2)c2sc(=S)n(C)c2n1,1,-1.2,-1.0,0.53,0.41,-2.1,7,-31,-4
Cn1c(NC(=O)CCc2ccccc2)cc(=O)n(C)c1=O,3,-0.8,1.0,-1.5,0.65,1.3,-4,-3,10
COC(=O)C1CCN(c2nc3ccccc3nc2C(C#N)C(=O)NCCc2ccccc2)CC1 (configuration not stated),x,-3.2,-0.1,25*,0.11,-2.2,x,-2,-4
O=C(c1cc2c(s1)-c1ccccc1OC2)N1CCN(c2ccccn2)CC1,-2,-0.3,0.5,-0.18,-1.2,-2.4,6,-17,-1
Cc1c(C(=O)N2CCCCC2)sc(NC(=O)C2CC2)c1C#N,2,-0.3,0.1,-0.47,0.75,-1.6,0,6,6
CCOC(=O)C1=C(NC#N)OC(C)=C(C)C1c1ccc(O)cc1 (configuration not stated),-4,-1.1,0.3,-0.026,0.076,2.7,15,-2,-2
COCCn1c(SCC(=O)c2ccc3c(c2)OCCO3)nnc1-c1ccoc1C,3,-0.9,1.9,-1.2,-1.2,-3.0,11,-8,-5
O=C(c1ccccc1-c1nc(-c2ccccc2)no1)N1CCCC1,-23,-0.8,0.2,-0.16,-0.53,-2.0,11,3,-2
COC(=O)NCC(C)OC(=O)Nc1cccc(Cl)c1 (configuration not stated),0,-0.5,-0.8,-0.48,-0.022,-1.0,14,-16,5
Cc1cccc(-c2c3c(=O)n(C)c(=O)n(C)c3cn2C(C)(C)C)c1,0,0.9,-0.2,-0.07,-2.3,0.4,-1,-5,1
Cc1ccc(S(=O)(=O)NC2=NCN(CCc3ccccc3)CN2)cc1,-3,0.0,1.5,0.37,1.4,0.3,-17,-8,-1

# (listing goes on)
SMILES,Jurkat tox 60K,S1P3 ag,5HT1E ag,M1 ag,M1 antag,5HT1a ag,5-HT1A blocker,S1P1 ag pot,HTR1E antagonist
CCOc1cc(C)c(Cl)cc1S(=O)(=O)N(CC)CC,2,-0.4,0.1,-0.38,0.029,0.9,7,-3,-1
COc1ccc(CCNC(=O)Cn2c(=O)cnc3ccccc32)cc1,5,-0.1,-0.7,-0.17,0.0056,-2.7,-6,6,-2
O=P1(O)C=C(c2ccccc2)OC(c2ccccc2)=C1,4,-0.3,1.0,-0.38,-0.73,-0.2,-10,-15,2
Cc1c(NC(=O)c2cnn3c(C(F)(F)F)cc(-c4ccco4)nc23)c(=O)n(-c2ccccc2)n1C,-6,-0.8,0.3,1.4,-0.24,-1.2,-1,-14,-14
CCOc1ccc(N2CC(C(=O)NCc3ccc(F)cc3)CC2=O)cc1 (configuration not stated),-7,0.7,0.0,-0.39,-0.74,-1.0,-12,-16,-11
COC(=O)c1ccc(NS(=O)(=O)N(C)C)cc1,1,0.2,-0.6,-1.1,0.28,0.9,9,-18,0
CN1CCN(C(=O)C2CCCCC2C(=O)O)CC1 (configuration not stated),0,-0.1,0.1,0.7,-0.041,-2.4,-7,-15,-3
COc1cccc(CN2CCN(C(=O)c3cccs3)CC2)c1OC,-10,-1.1,-0.3,-0.05,0.74,-2.0,-3,7,-9
O=C1OC(N2CCN(c3ccccn3)CC2)c2ccccc21 (configuration not stated),0,-1.1,0.2,-0.95,0.4,1.6,15,-16,2
CCCCCc1nnc(NC(=O)C2CCCO2)s1 (configuration not stated),9,-0.6,0.5,-0.85,-1.2,-0.4,-9,-8,-5
COc1ccc(-c2ccc(=O)n(Cc3cc(=O)n4ccccc4n3)n2)cc1,5,-1.0,0.0,-0.76,0.13,-5.5,4,-12,15
COc1ccc(S(=O)(=O)Cc2ccc(C(=O)NCc3cccnc3)o2)cc1,14,-0.7,0.8,-1.4,-0.12,-2.0,-6,-1,10

# Among those listed so far, seven have a furan ring, fused or not:
SMILES,Jurkat tox 60K,S1P3 ag,5HT1E ag,M1 ag,M1 antag,5HT1a ag,5-HT1A blocker,S1P1 ag pot,HTR1E antagonist
O=C(CCNC(=O)c1ccc(Br)o1)NCc1ccccn1,-7,0.5,-0.4,0.074,-7.7*,-1.2,-13,-19,-17
CC(C)C(OC(=O)c1ccco1)C(=O)NCc1ccco1 (configuration not stated),-5,-0.6,0.2,-0.29,0.14,-0.1,-1,3,-3
O=C(NCc1ccco1)c1ccccc1NC(=O)C1CC(=O)N(c2ccc(Cl)cc2)C1 (configuration not stated),-3,-0.7,0.0,1,0.29,2.3,0,-4,1
Cc1noc(C)c1CSc1nnc(-c2ccccc2)n1Cc1ccco1,8,-0.2,-0.8,-0.56,-0.45,-1.8,8,2,-2
COCCn1c(SCC(=O)c2ccc3c(c2)OCCO3)nnc1-c1ccoc1C,3,-0.9,1.9,-1.2,-1.2,-3.0,11,-8,-5
Cc1c(NC(=O)c2cnn3c(C(F)(F)F)cc(-c4ccco4)nc23)c(=O)n(-c2ccccc2)n1C,-6,-0.8,0.3,1.4,-0.24,-1.2,-1,-14,-14
COc1ccc(S(=O)(=O)Cc2ccc(C(=O)NCc3cccnc3)o2)cc1,14,-0.7,0.8,-1.4,-0.12,-2.0,-6,-1,10

# High-throughput results (PubChem BioAssay)
